# a7 integrin act: activators of alpha7 integrin expression for muscular dystrophy | alpha7betagal myoblasts, beta-gal FDG fluorescence, 48 h | Potency, µM (titrated, usually from 38.3 µM), inactives show at the top dose activation, hits mostly activators | hit rate 0.064% among 350,000 | AID 624291;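 note: potency is the fitted concentration of half-maximal effect; 100% = response of the positive control SU9516; nearly all actives have a fitted effect of over 60% in size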
#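 alpha7betagal+/- myoblasts (passage 13, 250/well) treated 48 h at 37C with compounds at 1:260 dilution of DMSO stock. Lysed, then beta-galactosidase activity read as FDG fluorescence (ex 480/em 540) after 30 min, with pre-read for autofluorescence.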
# S-ASM inh: blocks human secretory acid sphingomyelinase. Potency, µM (titrated, usually from 57.5 µM), for the others: top-dose activity change, negative = inhibition, hits mostly inhibitors. hit rate 0.006% among 340,000. placental ASM, HMU-PC fluorogenic substrate, 60 min. AID 504937. P17405; note: potency is the fitted concentration of half-maximal effect
#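 qHTS format. ASM enzyme prepared from human placenta hydrolyses the fluorogenic substrate HMU-PC0 (9 uM final) over 60 min at 37 °C after a 10 min compound preincubation.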
# Mito fusion yeast: mitochondrial division inhibition or fusion activation | AID 485298 | S. cerevisiae fusion-defective mutant growth rescue, CellTiterGlo 48 h | hit rate 0.23% among 320,000 | Potency, µM (titrated, usually from 46.1 µM), inactives show at the highest dose growth rescue (activation), actives largely listed as activators;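 note: potency is the fitted concentration of half-maximal effect; % of control where 0% means no effect; nearly all actives have a fitted effect of over 45% in size; temperature-sensitive fusion mutants such as fzo1-1 at 37 °C on non-fermentable ethanol glycerol medium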
#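 Read-out: ATP-based luminescence (CellTiterGlo, 10 min ambient) reporting growth of fusion-defective ts yeast after 48 hours at 37C on glycerol/ethanol YPEG medium in the presence of compound.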
# TSG101-PTAP inh: blocks PTAP/TSG101 interaction to inhibit HIV-1 budding; 340,000 tested, under 10 active; Fluorescence polarization, FITC-PTAP peptide / Tsg101 binding; Q99816; AID 493005; Potency, µM (doses to about 115 µM), without a hit: top-dose activity change, negative = inhibition, actives largely listed as inhibitors; active = well fitted inhibition curve with a large enough effect in the main read-out, with a control signal flat, not every such curve was filed as active; inconclusive = small, poorly fitted or top-dose-only effect, or effect the other way, or a change in a side signal; inactive = no such curve, though single readings can be large or run the other way; note: potency is the fitted concentration of half-maximal effect; % of control where 0% means no effect
#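 Fluorescence anisotropy tracks displacement of a FITC-tagged PTAP peptide (50 nM) from the Tsg101 binding domain (10 uM), following a 20 min room-temperature incubation at pH 7.5.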
# TCR act: T cell receptor activation | 330,000 tested, under 10 active | primary human leukocytes, anti-CD3, IL-2 HTRF, 48 h | AID 504894 | Potency, µM (doses to about 9.22 µM), for the others: at the highest dose activation of IL-2 secretion, hits mostly activators; note: % of control where 0% means no effect
#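 Primary human leukocytes were stimulated with a-CD3 beads plus compounds for 48 hr without co-stimulation; secreted IL-2 was quantified by HTRF using a-IL-2-K (europium cryptate) and a-IL-2-d2, excited at 320nm with acceptor emission read at 665nm.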
# AT treatment: potential ataxia-telangiectasia treatments restoring KAP-1 phosphorylation | […] A-T fibroblasts, KAP-1 phosphorylation AlphaLISA; neocarzinostatin DNA damage 30 min before lysis | Potency, µM (top dose mostly 57.5 µM), for inactives: at the highest dose activation, hits mostly activators | hit rate 0.19% among 320,000; note: potency is the fitted concentration of half-maximal effect; % of control where 0% means no effect; nearly all actives have a fitted effect of over 45% in size
#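 hTERT-immortalized A-T patient fibroblasts ([…]), 500 cells/well in OPTI-MEM, 1% FBS, got compounds for 60 min, then NCS for 30 min at 37C. Lysates were then assayed for phospho-KAP-1 by AlphaLISA (anti-pKAP1 donor, anti-KAP1 acceptor beads), 6 hr at 25C.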
# MBNL1-CUG inh: inhibitors of human MBNL1 binding to CUG repeat RNA; Q9NR56; TR-FRET MBNL1-His/biotin-(CUG)12 binding, 665/545 ratio; Potency, µM (highest dose often 57.5 µM), without a hit: at the highest dose activity change, negative = inhibition, usual class: inhibitors; hit rate 0.036% among 280,000; AID 2675; active = well fitted inhibition curve with a large enough effect in the signal ratio, with a control signal flat, not every such curve was filed as active; inconclusive = small, poorly fitted or top-dose-only effect, or effect the other way, or a change in a side signal; inactive = no such curve, though single readings can be large or run the other way; the % refers to the signal ratio; note: potency is the fitted concentration of half-maximal effect; % is set by controls: 0 for no effect and ±100 for the full control effect
#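 TR-FRET readout: Ex 340 nm, 665/545 nm emission ratio, normalized to buffer-only (basal) and MBNL1-(CUG)12 controls. Complex of MBNL1-His with Biotin-(CUG)12, compounds 92 nM–58 uM, incubated 60 min at room temperature.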
# Menin-MLL TR inh: inhibitors of human menin-MLL interaction, mutant MLL peptide | O00255 | Menin + Texas Red MLL mutant peptide, fluorescence polarization | Potency, µM (doses to about 61.6 µM), inactives show at the highest dose FP activity change, negative = inhibition, hits mostly inhibitors | hit rate 0.23% among 270,000 | AID 1768; active = well fitted inhibition curve with a large enough effect in the polarisation, with a control signal flat, not every such curve was filed as active; inconclusive = small, poorly fitted or top-dose-only effect, or effect the other way, or a change in a side signal; inactive = no such curve, though single readings can be large or run the other way; the % refers to the polarisation; note: potency is the fitted concentration of half-maximal effect; % of control where 0% means no effect; many of its hits are not listed in these tables
# CXXC DNA block: inhibitors of human MLL CXXC domain-DNA interaction; MLL-CXXC / FITC-HOXA9 DNA fluorescence polarization; Potency, µM (doses to about 115 µM), for inactives: at the highest dose activity change, negative = inhibition, most hits filed as inhibitors; hit rate 0.037% among 290,000; AID 2662; active = well fitted inhibition curve with a large enough effect in the polarisation, with a control signal flat, not every such curve was filed as active; inconclusive = small, poorly fitted or top-dose-only effect, or effect the other way, or a change in a side signal; inactive = no such curve, though single readings can be large or run the other way; the % refers to the polarisation; note: potency is the fitted concentration of half-maximal effect
#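 Purified MLL-CXXC (added from a 7 uM solution) was preincubated 5 min at ambient with pinned compounds in 50 mM Tris-HCl pH 7.5, 50 mM NaCl, 1 mM DTT, 0.05% BSA. Fluorescein-labeled HOX-A9 DNA (50 nM solution) followed, 30 min, then polarization read.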
# TSHR antag: blocks TSH signaling through the human TSH receptor; TSHR-expressing cells, TSH-stimulated cAMP HTRF, 2 h; hits give low values; activity change, negative = inhibition, % at 11.5 µM; hit rate 0.2% among 330,000; AID 504810;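 active = activity change below a set negative limit, meaning inhibition stronger than a set level, cut at about -70% in these data; inconclusive = activity change between two set negative limits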; note: % is set by controls: 0 for no effect and ±100 for the full control effect
#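 Antagonism was scored as loss of TSH-driven cAMP in TSHR cells, stimulated with 4nM TSH (EC80) for 2 hours at 37 deg C and detected by homogeneous HTRF competition immunoassay.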
# Active calls of the source: *; ? = inconclusive; . = no result given; [ ] = remark or other dose. Unless noted, calls come from the whole dose curve; as a rule, active = well fitted curve in the direction sought with a large enough effect; inconclusive = small, poorly fitted or top-dose-only effect, or another doubt; inactive = no such curve, though single readings can be large; an effect the other way counts as inactive or inconclusive. A portion of the library (hit frequency here may not be typical).
SMILES,a7 integrin act,S-ASM inh,Mito fusion yeast,TSG101-PTAP inh,TCR act,AT treatment,MBNL1-CUG inh,Menin-MLL TR inh,CXXC DNA block,TSHR antag
CN(Cc1ccccc1)C(=O)c1nn2cccnc2c1Cl,-12%,-1%,2%,3%,-8%,1%,1%,10%,18%,2
COc1cccc(/C=N/NC(=O)C[n+]2ccccc2)c1O,-15%,4%,-3%,0%,8%[46.1 µM],-15%,21%,-10%,5%,-5
CC(=O)NC(N(C#N)c1nc(Cl)nc(N(C)C)n1)C(Cl)(Cl)Cl (stereo not drawn),11%,4%,-4%,-6%,0%,0%,-5%,.,-3%,-1
CC1CCCN(C(=O)COc2ccc(NC(=O)c3cccs3)cc2)C1 (stereo not drawn),-2%,-3%,7%,0%,7%,-2%,2%,-7%,-5%,-2
O=C(Nc1ccnn1C1CCN(Cc2cccnc2)CC1)c1ccccc1Cl,-3%,0%,0%,-1%,2%,5%,-4%,.,-1%,-11
COC(=O)N/N=C\C=C\c1ccc2c(c1)OCO2,31%,5%,-2%,2%,4%,-1%,?,-30%,0%,-7
O=C(CN1C(=O)NC2(CCCCCC2)C1=O)NCc1ccc(Cl)cc1,8%,1%,.,-3%,-1%,1%,.,.,.,.
Cc1cc(C)cc(C(=O)N2CCN(c3ccccn3)CC2)c1,-11%,4%,-1%,-4%,4%,-1%,0%,10%,4%,6
CCOC(=O)c1ccccc1NC(=O)CC1Nc2ccccc2NC1=O (stereo not drawn),.,.,3%,.,.,-10%,4%,6%,8%,-7
O=C(N/N=C/c1cccnc1)c1cc(-c2ccccc2Cl)nc2ccccc12,-26%,-2%,4%,-4%,2%,-2%,11%,38%[activator],6%,9
CC(C)c1nc2sc(C(=O)O)c(N)c2c2c1CCCC2,4%,30%,-6%,-3%,0%,-4%,4%,.,-5%,-2
CC(=O)Nc1ccc(S(=O)(=O)NC2=NCN(C)CN2)cc1,19%,3%,11%,-4%,8%,0%,0%,8%,-11%,0
CCCCn1c(NCc2ccncc2)nc2ccccc21,-35%,-3%,-4%,0%,-2%,5%,-1%,-5%,4%,-8
Cc1ccc(Oc2nc(-c3ccccc3)ncc2S(=O)(=O)c2ccc(C)cc2)cc1,7%,-1%,-4%,0%,8%,-2%,-3%,1%,-1%,1
COCCCN(C(=O)c1cccnc1SC)c1c(N)n(Cc2ccccc2)c(=O)[nH]c1=O,2%,3%,1%,-6%,.,1%,0%,-3%,5%,1
COc1ccc(CN(C)C(C)C(=O)Nc2ccc([N+](=O)[O-])cc2Cl)cc1OC (stereo not drawn),-32%,-4%,14%,-4%,1%[46.1 µM],7%,?,-8%,13%,-21
COc1cccc(NC(=O)CCc2nnc3ccc(N4CCC(C)CC4)nn23)c1,15%,-5%,2%,2%,-14%,9%,104%[activator],5%,4%,-13
Cn1nc(C(=O)NNC(=O)Cc2ccc(S(=O)(=O)N3CCOCC3)s2)c2ccccc2c1=O,-29%,3%,.,1%,4%,.,.,.,.,.
O=C(CN1CCCCCC1)Nc1ccc(Cl)cn1,-13%,1%,-1%,-2%,12%,-3%,-3%,-10%,-5%,15
Cc1ccccc1CN1CCc2c(OCC(=O)N3CCCc4ccccc43)cccc2C1=O,4%,1%,?,-5%,3%[46.1 µM],-1%,.,-1%,-1%,4
O=C(Cn1ncc2c3ccccc3n(Cc3ccc(F)cc3)c2c1=O)N1CCN(c2ncccn2)CC1,-25%,-9%,24%,-5%,-4%,3%,6%,.,3%,-7
COc1ccc2nc3sc(C(=O)NCCN4CCc5ccccc5C4)cc3cc2c1,-31%,17%,0%,-1%,1%[46.1 µM],1%,.,-4%,12%,-3
CCOc1ccc2c(c1)C(c1ccc(C)cc1)=NNC(c1ccc(OC)cc1)=N2,-1%,-9%,4%,-6%,2%,5%,4%,-1%,34%[activator],-16
COc1ccc(NS(=O)(=O)c2cccc(NC(=O)NC3CCCCC3)c2)cc1,5%,-7%,-1%,3%,1%[46.1 µM],3%,.,14%,6%,-11
CC(=O)c1ccc(NC(=O)C2Cc3ccccc3CN2C(=O)c2ccccc2)cc1 (stereo not drawn),17%,-1%,14%,-2%,-4%[46.1 µM],-1%,-9%,26%,11%,4
SMILES,a7 integrin act,S-ASM inh,Mito fusion yeast,TSG101-PTAP inh,TCR act,AT treatment,MBNL1-CUG inh,Menin-MLL TR inh,CXXC DNA block,TSHR antag
c1cnc2ccc3ncccc3c2c1,?,4%,0%,-4%,-8%,-6%,-1%,.,-1%,-7
CC(C)Oc1ccc(C(CC(=O)N2CCOCC2)C(C)C)cc1 (stereo not drawn),15%,2%,5%,-3%,3%,8%,-16%,?,8%,7
CCOC(=O)c1cccc(C(=O)Nc2nc3ccc(OC)cc3s2)n1,44%,-7%,7%,0%,5%,0%,11%,1%,4%,-9
COc1cccc(N2C(=NC(=O)COc3ccccc3)SC3CS(=O)(=O)CC32)c1 (stereo not drawn),7%,0%,0%,0%,9%,4%,-1%,.,10%,-6
COc1cc(C)c(C(C)C)cc1S(=O)(=O)n1cnc(C)c1,-4%,-1%,11%,-1%,6%,4%,-7%,-1%,-5%,-6
Cc1nn2c(-c3cccnc3)ccnc2c1-c1ccccc1,-12%,3%,23%,1%,2%[46.1 µM],-7%,?,-1%,3%,5
CN(C)S(=O)(=O)c1cccc(NC(=O)c2n[nH]c(=O)c3ccccc23)c1,0%,0%,-1%,-3%,0%,6%,0%,-11%,-2%,6
COc1ccc(N2CC(C)Cn3c2nc2c3c(=O)[nH]c(=O)n2C)cc1 (stereo not drawn),-28%,-2%,0%,-1%,10%,2%,-3%,-19%,-3%,-7
COc1ccc(C(NC(C)=O)c2cc(Cl)c3cccnc3c2O)cc1 (stereo not drawn),0%,-1%,0%,-1%,-6%,9%,32%[activator],-25%,?,-11
COc1cc(N2C(=O)C=CC2=O)c(OC)cc1Cl,-64%[inhibitor],2%,-6%,0%,-4%,-6%,4%,.,-13%,-13
Cc1nn(-c2ccccc2Cl)c(Cl)c1/C=N/Nc1cccc(C(=O)O)c1,10%,-7%,-2%,-2%,-1%[46.1 µM],-1%,2%,?,15%,1
CC1(O)CC(C)(C)C(C#N)C(=O)N1 (stereo not drawn),-3%,6%,.,-6%,-2%,.,.,.,.,.
COc1ccc(C(=O)Nc2cc3c(cc2OC)CCCC3)cc1Br,13%,-6%,-3%,-4%,2%,8%,5%,21%,5%,-1
Cc1ccc(C(=O)c2c3ccccc3[n+]([O-])n2[C@@H](C)C(N)=O)cc1,-20%,-3%,0%,-1%,-3%,22%,.,.,.,9
Brc1ccccc1-c1nnc(COc2cccc3cccnc23)o1,-5%,-3%,-6%,-2%,-3%,0%,16%,.,3%,6
CCOc1cc(N2CCOCC2)c(OCC)cc1NC(=O)COC(=O)CCc1c[nH]c2ccccc12,-17%,-4%,0%,-2%,0%,-5%,-1%,4%,2%,-6
Cc1cccc(CCNC(=O)CN(C)S(=O)(=O)c2cnc[nH]2)c1,14%,4%,-2%,3%,-3%[46.1 µM],-3%,2%,2%,22%,11
CC(OC(=O)Cn1cnc2c1c(=O)n(C)c(=O)n2C)C(=O)NCc1ccccc1 (stereo not drawn),12%,7%,-5%,1%,-7%,-6%,.,.,.,-5
COc1ccc(CC(=O)NCCC2=CCCCC2)cc1,?,-2%,-5%,-4%,-1%,1%,-2%,-7%,-5%,-11
CCOC(=O)c1c2c3c(cccc3n(C)c1=O)C(=O)c1ccccc1-2,-21%,-12%,4%,-8%,7%,-11%,?,-1%,-25%,-8
CC(C)C[C@H](NC(=O)NC1CCCc2ccccc21)C(=O)O (stereo partly drawn),21%,-1%,2%,1%,-6%,2%,-3%,.,14%,4
CC(C)Cn1c2c(c(O)c(C(=O)Nc3nccs3)c1=O)CCCC2,0%,-9%,22%,4%,0%,4%,41%[activator],0%,10%,-13
Cc1cc(NC(=O)Cc2cccs2)nn1CC(=O)NCc1ccco1,15%,-1%,-2%,-6%,4%,3%,-4%,-11%,0%,-2
CC(C)CCOc1ccc(C(=O)N2CCN(c3ncccn3)CC2)cc1,?,-6%,3%,-3%,-4%,-1%,-6%,?,-14%,-3
COc1ccccc1OCC(=O)Nc1ccc(S(=O)(=O)Nc2nccs2)cc1,24%,-19%,-3%,0%,-6%,-3%,1%,9%,20%,-14

# From PubChem BioAssay
